# High-throughput results deposited in PubChem by Sanford-Burnham Center for Chemical Genomics.
# SENP1 inh: inhibitors of human SENP1 SUMO protease catalytic domain; Q9P0U3; recombinant SENP1 catalytic domain, CyPet-SUMO1-YPet FRET cleavage; inhibition, % at 10 µM; 0.21% of 360,000 active;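 active = inhibition at least 30% at 10 µM, raw YFP signal under a set limit, fluorescence ratio 0.5 to 1.5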;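 also: 0% = enzyme with DMSO and 100% = no enzyme wells; some results filed as inactive read as strong as hits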
# Target sequence (Q9P0U3 419-644 limits assumed): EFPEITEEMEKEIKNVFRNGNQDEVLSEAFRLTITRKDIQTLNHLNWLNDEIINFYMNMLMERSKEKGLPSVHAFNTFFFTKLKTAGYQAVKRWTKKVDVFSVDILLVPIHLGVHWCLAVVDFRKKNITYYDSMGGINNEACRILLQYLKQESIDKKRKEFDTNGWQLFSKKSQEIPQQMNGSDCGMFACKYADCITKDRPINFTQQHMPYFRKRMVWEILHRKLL
#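 System: Recombinant human SENP1 catalytic domain, His6-tagged | Incubation: Enzyme reaction for 50 min at room temperature, dark | Medium: Tris pH 8 with BME, BSA, NP40 and catalase | Also added: 25 nM SUMO1 FRET substrate | Compound: 10 µM single point, 0.5% DMSO | Measured by: FRET fluorescence in CFP and YFP emission channels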
# PfG6PD inh: PfG6PD (Plasmodium falciparum) enzyme inhibition; PfGluPho enzyme, NADPH resazurin-diaphorase fluorescence; inhibition, % at 20 µM; 0.78% of 350,000 active;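 active = inhibition reaching at least a set limit at 20 µM in the primary screen, cut at about 59% in these data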;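 also: 0% = DMSO wells with substrate and 100% = DMSO wells lacking glucose-6-phosphate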
# MPTP inh: permeability transition pore inhibition | isolated mouse mitochondria, Ca2+ swelling absorbance, 30 min | 1.4% of 360,000 active | inhibition, % at 10 µM | AID 602449;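 active = inhibition of 50% or more, scaled per plate between neutral and stimulator controls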;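 also: 0% = DMSO wells given calcium and 100% = 1 mM EGTA wells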
# SENP6 block: inhibitors of human SENP6 protease; inhibition, % at 10 µM; 1.8% of 330,000 active; Recombinant SENP6 catalytic domain, aminoluciferin luminescence; Q9GZR1;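 active = inhibition above about 50% at the single tested dose, limit read from the data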;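 also: plate controls were DMSO wells with enzyme for no effect and DMSO wells lacking enzyme for full effect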
# hIAP act: human IAP activation; P09923; purified human IAP, CDP-Star luminescence, 30 min; active compounds read high; 1 = vehicle-only enzyme, 0 = enzyme-free background; activation factor at 10 µM; 0.16% of 330,000 active;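 active = activation factor of the enzyme at least 2-fold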; also: the source names both 10 and 20 µM as test concentration; values of inactives mirror those of a sister screen read the other way
# Target sequence (P09923 whole entry, looked up): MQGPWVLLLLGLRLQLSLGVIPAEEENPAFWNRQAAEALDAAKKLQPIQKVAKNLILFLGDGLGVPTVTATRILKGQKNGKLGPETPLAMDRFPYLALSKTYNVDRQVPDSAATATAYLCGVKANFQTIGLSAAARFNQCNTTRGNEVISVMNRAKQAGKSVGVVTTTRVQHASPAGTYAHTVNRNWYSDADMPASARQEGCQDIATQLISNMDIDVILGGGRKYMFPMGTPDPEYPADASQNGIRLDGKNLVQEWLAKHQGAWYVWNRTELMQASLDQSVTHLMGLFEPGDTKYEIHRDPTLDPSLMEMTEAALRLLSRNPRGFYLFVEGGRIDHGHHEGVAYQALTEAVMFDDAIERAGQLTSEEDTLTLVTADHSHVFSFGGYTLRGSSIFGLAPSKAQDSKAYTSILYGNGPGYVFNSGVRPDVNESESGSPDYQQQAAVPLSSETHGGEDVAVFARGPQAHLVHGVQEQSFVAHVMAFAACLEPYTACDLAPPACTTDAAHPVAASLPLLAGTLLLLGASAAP
# ATG4B inhibitor: inhibitors of human ATG4B cysteine protease; Q9Y4P1; ATG4B cleavage of LC3-PLA2, NBD-HPC fluorescence, 1 h; inhibition, % at 8.33 µM; 0.51% of 340,000 active; AID 504462; in the data active = inhibition above about 40%
# GRIN3A LBD mod: modulators (binders) of human NR3A ligand-binding domain | NR3A LBD differential scanning fluorimetry, Tm shift; 0% = protein alone, 100% = glycine-bound protein | Tm shift relative to glycine control, % at 25 µM | 2.5% of 340,000 active;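 active = melting temperature shift of at least 10% of the positive control shift, at one fixed dose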
# SENP8 inh: blocks human SENP8 cleavage of Nedd8 substrate; AID 602440; 0.64% of 360,000 active; Q96LD8; inhibition, % at 20 µM; recombinant SENP8, Nedd8 substrate fluorescence; in the data active = inhibition mostly above about 40%, no sharp cut-off; inactive = mostly below about 27%
# Active calls of the source: *; . = no result given. An excerpt; rates above refer to the full screens.
# Preview (3 entries):
SMILES,SENP1 inh,PfG6PD inh,MPTP inh,SENP6 block,hIAP act,ATG4B inhibitor,GRIN3A LBD mod,SENP8 inh
CCOc1cc2c(cc1OCC)-n1cccc1C(c1cc(C)c(OC)cc1C)NC2 (configuration not stated),-2,3,0.6,-8,0.99,6,0,20
C/C(=N\NP(=S)(c1ccccc1)c1ccccc1)c1ccc(O)cc1O,5,11,1.9,9,1.1,-7,-2,16
C#CCN[C@H](C)Cc1ccccc1,-1,-5,-1.1,-3,1.3,-2,-3,0

# Main list (from the top)
SMILES,SENP1 inh,PfG6PD inh,MPTP inh,SENP6 block,hIAP act,ATG4B inhibitor,GRIN3A LBD mod,SENP8 inh
CCOc1cc2c(cc1OCC)-n1cccc1C(c1cc(C)c(OC)cc1C)NC2 (configuration not stated),-2,3,0.6,-8,0.99,6,0,20
C/C(=N\NP(=S)(c1ccccc1)c1ccccc1)c1ccc(O)cc1O,5,11,1.9,9,1.1,-7,-2,16
C#CCN[C@H](C)Cc1ccccc1,-1,-5,-1.1,-3,1.3,-2,-3,0
CN1[C@@H]2CCC[C@H]1CC(=O)C2,3,-1,-1.5,.,.,-3,-4,8
CC[N+](CC)(CC)CCCCCCCCCC[N+](CC)(CC)CC,0,-29,-1.1,-15,0.76,9,-1,16
O=c1[nH]c(=S)n(C2CC2)c(O)c1C=NCCN1CCOCC1,2,1,0.8,-11,0.82,1,0,23
COC(=O)C1=C(c2cccc(C#N)c2)C[C@@H]2CC[C@H]1N2C(=O)NCCNC(C)=O,-1,6,0.3,4,1.1,1,0,10
CC(C)NS(=O)(=O)c1ccc(OCC(=O)N2CCN(Cc3ccc4c(c3)OCO4)CC2)c(Cl)c1,2,17,54*,-24,1.1,-7,2,4
CCN(CC)C(=O)Oc1ccc(NC(=O)N2CCOCC2)cc1,2,14,-0.3,-4,1.1,0,-3,11
Cc1oc(-c2cccs2)nc1CSCC(=O)N1CCC2(CC1)OCCO2,-2,12,-0.4,2,0.95,4,-2,-140
COC(=O)C1=C(c2cc3ccccc3o2)C[C@@H]2CC[C@H]1N2C(=O)N1CCC(C)CC1,3,3,-1.4,-9,0.91,15,2,10
C#CC1(O)CCC2C3CCC4=C/C(=N/OCC(=O)NCC(=O)NC(C(=O)O)C(C)C)CC[C@]4(C)C3CC[C@@]21C (some centres not stated),-1,1,0.6,-18,0.94,-2,-2,8
COc1ccc2[nH]cc(CCN(C)C)c2c1,-1,5,-1.1,7,1,-4,-2,3
Cc1ccccc1CN1CCN(Cc2ccccc2)CC1,1,-10,-3.1,-1,0.96,6,-1,17
COc1ccc(C(CC(=O)N2CCC3(CC2)OCCO3)NS(=O)(=O)c2ccc(OC)cc2)cc1 (configuration not stated),-3,-4,-2.2,-15,1.3,-3,3,16
CC(C(=O)Nc1ccc(Br)cc1C(=O)c1ccccc1)N1CCCCC1 (configuration not stated),0,-1,-1.3,5,0.94,-6,4,15
O=C1c2ccccc2-c2cc3ccccc3cc21,27,36,-1.5,.,.,-2,-13,-5
Cc1ccc[n+](CC(O)Cn2c3ccccc3c3ccccc32)c1 (configuration not stated),3,-14,-0.4,6,1.1,4,0,8
Cc1ccc(C2(O)CN3CCC2CC3)cc1 (configuration not stated),3,6,0.0,-17,1.1,-8,1,11
Cc1cc(C=C2C(=O)NC(=S)NC2=O)c(C)n1-c1ccc2c(c1)OCO2,-11,27,36,-23,0.86,13,-20,0
O=[N+]([O-])CCO,-2,1,-0.8,-11,1.1,-3,2,1
C[C@H]1CN([C@@H](C)CO)C(=O)CCCn2nncc2CO[C@H]1CN(C)C(=O)Oc1cccc2ccccc12,0,4,0.1,.,.,.,.,13
CC1(C)CN2C(c3ccc(Cl)cc3)N2C1 (configuration not stated),2,-6,-0.6,-4,0.98,-11,1,31
CCN1C(=O)NC(=O)/C(=C\c2cn(CC(=O)N3CCCC3)c3ccccc23)C1=O,9,9,-0.3,-3,1,-13,6,4

# Given with two lines to a compound: entries from further up
# Values in the order – SENP1 inh | PfG6PD inh | MPTP inh | SENP6 block | hIAP act | ATG4B inhibitor | GRIN3A LBD mod | SENP8 inh
> C[C@H]1CN([C@@H](C)CO)C(=O)CCCn2nncc2CO[C@H]1CN(C)C(=O)Oc1cccc2ccccc12
  0 | 4 | 0.1 | . | . | . | . | 13
> CC1(C)CN2C(c3ccc(Cl)cc3)N2C1 (configuration not stated)
  2 | -6 | -0.6 | -4 | 0.98 | -11 | 1 | 31
> CCN1C(=O)NC(=O)/C(=C\c2cn(CC(=O)N3CCCC3)c3ccccc23)C1=O
  9 | 9 | -0.3 | -3 | 1 | -13 | 6 | 4

# Results in SENP6 block and PfG6PD inh, for some of the entries so far:
structure | SENP6 block | PfG6PD inh
O=C1c2ccccc2-c2cc3ccccc3cc21 | . | 36
Cc1ccc[n+](CC(O)Cn2c3ccccc3c3ccccc32)c1 (configuration not stated) | 6 | -14
Cc1ccccc1CN1CCN(Cc2ccccc2)CC1 | -1 | -10
COc1ccc(C(CC(=O)N2CCC3(CC2)OCCO3)NS(=O)(=O)c2ccc(OC)cc2)cc1 (configuration not stated) | -15 | -4

# Continuation:
SMILES,SENP1 inh,PfG6PD inh,MPTP inh,SENP6 block,hIAP act,ATG4B inhibitor,GRIN3A LBD mod,SENP8 inh
CCC1CN1P(=O)(c1ccccc1)N1CC1CC (configuration not stated),-1,6,-1.4,.,.,-4,-1,13
O=C(NC(=S)N1C[C@H]2C[C@H](C1)c1cccc(=O)n1C2)c1ccc(Cl)cc1Cl,1,8,-0.4,-5,0.86,-19,0,5
COP(=O)(OC)C1(Nc2ccc(C)cc2)CCCCC1,-2,-6,3.4,0,1.1,5,-2,22
C=CCn1c(O)c(C(C)=Nc2cc(OC)ccc2OC)c(=O)[nH]c1=O,2,4,0.8,7,1,-8,0,26
Cc1cc(C)cc(N2C(=O)/C(=C\c3ccc(N4CCN(C)CC4)o3)C(=O)NC2=S)c1,76*,16,1.8,5,0.79,-4,-1,28
CN1C(=O)CN=C(c2ccccc2Cl)c2cc(Br)ccc21,2,-20,0.0,-8,1,-3,-2,6
CCCNC(=O)N1[C@H]2CC[C@@H]1C(C(=O)OC)=C(c1ccc(C(C)=O)cc1)C2,3,-3,1.1,-6,0.95,-3,0,21
c1ccc(CN2CCN(Cc3ccc4c(c3)OCCO4)CC2)cc1,2,-10,3.2,-1,0.95,0,0,21
CCCCC(=O)N/N=C/c1c(O)n(Cc2ccc(F)cc2)c(=O)[nH]c1=O,-6,-16,1.7,-13,0.98,-3,-3,-10
O=c1[nH]c(=O)n(CCc2ccccc2)c(O)c1C=NCCN1CCNCC1,-1,-2,-9.0,-3,0.86,-2,0,20
CN1/C(=C\C=C2C(=O)NC(=S)NC2=O)C(C)(C)c2ccccc21,-6,-7,-0.6,2,0.75,-6,0,20
Cc1c(C(=O)N2CCC3(CC2)OCCO3)sc2ncnc(N(C)c3ccccc3)c12,1,10,0.5,-16,0.85,-7,-2,-19
CCOC(=O)c1ccccc1C(=O)OCC,6,17,1.7,-4,1.2,-3,3,7
COc1cc2occc2c2oc(=O)ccc12,-9,7,-1.9,-15,0.97,-10,-3,-68
Cn1c(O)c(C=NC2CC(C)(C)NC(C)(C)C2)c(=O)n(C)c1=O,1,-17,0.1,-35,0.93,8,0,5
Oc1ccc(-[n+]2c(-c3ccccc3)cc(-c3ccccc3)cc2-c2ccccc2)cc1,-1,21,3.2,0,0.89,20,-6,-44
Cc1cc(/C=C2\C(=O)NC(=O)N(Cc3ccco3)C2=O)c(C)n1-c1ccc(C(=O)O)cc1,20,6,0.2,-12,1.1,-2,-1,13
Cc1nc2nc(SCC(=O)N3CCC4(CC3)OCCO4)nn2c(C)c1Cc1ccccc1,2,-2,1.8,-19,1.2,-9,-1,34
NNC(=O)CN1C(=O)CN=C(c2ccccc2)c2cc(Br)ccc21,1,2,1.0,-11,1.2,-1,1,18
Cc1ccc(CN2CCCC(C(=O)c3ccc4c(c3)OCO4)C2)cc1C (configuration not stated),1,4,2.5,-21,0.98,1,-1,11
CC1(C)Cc2c(C#N)c(N3CCNCC3)nc(-c3ccco3)c2CS1,-13,8,-1.1,-15,0.92,4,1,-488
O=c1[nH]c(O)c(/C=C2\C=Nc3ccc(OCc4ccccc4)cc32)c(=O)[nH]1,11,2,2.4,17,1.2,3,6,27
COCCOC(=O)C1=C(N)OC(C)=C(C(=O)OC)C12C(=O)Nc1ccccc12 (configuration not stated),0,-15,-1.6,-36,0.91,0,1,6
Cc1[nH]c2ccc(O)cc2c1CCN,3,22,-2.3,4,1,1,0,-11
COC(=O)C1=C(c2ccc(OCc3ccccc3)cc2)C[C@@H]2CC[C@H]1N2C(=O)NCc1ccc2[nH]ccc2c1,-2,11,-0.1,.,.,.,.,-36
COc1ccc(C(O)c2cc(OC)ccc2OP(=O)(N(C)C)N(C)C)cc1 (configuration not stated),0,13,5.4,-23,1.1,2,-9,12
COc1cc(-c2ccc(N)c(OC)c2)ccc1N,1,9,-3.0,-9,1,2,0,-259
CCOC(C[n+]1c(-c2ccccc2)cc(C)cc1-c1ccccc1)OCC,-1,1,0.5,8,1.1,4,2,-67
CC(=NCc1ccc(F)cc1)c1c(O)n(C)c(=O)n(C)c1=O,-10,-6,12,1,1,2,-1,-1
COc1ccc(OC)c(C2=NOC(C(=O)N3CCC4(CC3)OCCO4)C2)c1 (configuration not stated),-1,0,-0.7,8,0.95,6,3,-72
c1ccc(CCCN2CCN(CCOC(c3ccccc3)c3ccccc3)CC2)cc1,1,13,80*,-18,0.8,4,-5,7
COC(=O)C1=C(c2ccc(Cl)c(C(F)(F)F)c2)C[C@@H]2CC[C@H]1N2C(=O)NCCNC(C)=O,5,3,0.0,5,0.84,-13,-1,4
CN(C)CCCN=Cc1c(O)n(CCc2ccccc2)c(=O)[nH]c1=O,-3,-8,0.0,-14,1,-13,0,-5
Cc1cc(N2C(=O)C3CCCN3C2c2cccc(Cl)c2)no1 (configuration not stated),1,1,-0.6,-7,1.2,-12,-1,18
O=C1NC(=O)C(=Cc2ccccc2[N+](=O)[O-])C(=O)N1,-6,37,-2.0,.,.,0,-4,-3
